From PubChem
Runt-CBFb FRET = Runt domain-CBFb interaction inhibition. Q01196+Q13951. Cerulean-Runt/Venus-CBFb FRET ratio 530/480, 1 h. inhibition, % at 20 µM. 220,000 compounds, 0.46% hits. AID 1496;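 active means inhibition over about 50% at 20 µM in the single-dose screen, limit read from the data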;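 further: 0% = DMSO wells and 100% = excess unlabeled CBFb competitor control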
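Assay system: Cerulean-tagged RUNX1 Runt domain (FRET donor) fusion protein / Amount: 100 nM each of Venus-CBFb and Cerulean-Runt domain / Medium: Tris buffer pH 7.5 with salts and BSA / Also added: Venus-CBFb 100 nM / Schedule: 1 h complex formation plus 1 h compound treatment, room temperature / Signal: FRET fluorescence / Read-out: loss of energy transfer signal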
zVAD death inh = blocks zVAD induced death of L929 cells; L929 zVAD necroptosis rescue, ATP luminescence, 24 h; with zVAD 60 µM; viability rescue, % at 10 µM; 220,000 compounds, 0.38% hits; AID 1377;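 active means activation, scaled between plate controls, above about 75%, limit read from the data; inactive means activation under that limit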;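 further: 0% = zVAD with DMSO and 100% = DMSO alone without zVAD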
EP2 mod = modulates human prostaglandin E2 receptor EP2 signaling | P43116 | EP2-expressing cells, cAMP HTRF FRET, PGE2 co-stimulation | AID 940 | induction, % at 25 µM | 260,000 compounds, 0.83% hits;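 active means compounds whose cAMP rise, as percent of the full-agonist control response, exceeds 60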;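 further: rat C6 glioma line stably carrying human EP2 under a CMV promoter; the protocol text gives 20 µM as final concentration; 100% = response of wells given 1 µM PGE2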
RBBP9 inh = human RBBP9 hydrolase inhibition. O75884. recombinant RBBP9, FP-Rh probe fluorescence polarization. inhibition, % at 7.94 µM. 220,000 compounds, 0.2% hits. AID 1515;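 active means inhibition above the campaign mean of all tested compounds plus 3 SD, cut at about 14% in these data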;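 further: plate controls were DMSO wells with RBBP9 for no effect and wells lacking RBBP9 protein for full effect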
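System: RBBP9 protein / Buffer or medium: Tris/NaCl buffer pH 8.0 with 0.1% Pluronic / Probe or stimulus: Serine-hydrolase probe FP-Rh, 375 nM pre-mixing / Dosing: 7.94 µM single dose, 0.794% DMSO / Times: enzyme-compound preincubation 30 min, then probe labeling 45 min, 25 °C / Technique: fluorescence polarization (mP), excitation 525 nm, emission 598 nm / Replication: singlicate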
TNF necrop inh = inhibitors of TNF-alpha induced necroptosis in Jurkat FADD-/- cells | Jurkat FADD-/- TNF necroptosis rescue, ATP luminescence, 24 h; 0 = TNF only, 100 = no-TNF cells | activation (protection from cell death), % at 10 µM | 220,000 compounds, 0.068% hits;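 active means activation, meaning protection from cell death, of at least 50% relative to plate controls; inactive means activation below 50%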;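 further: necroptosis triggered by 40 ng/mL TNF-alpha added together with compound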
Runt-SMMHC FRET = inhibitors of human RUNX1 Runt domain binding to CBFb-SMMHC; Q01196+Q13951; Cerulean-Runt/Venus-CBFb-SMMHC FRET ratio 530/480, 1 h; inhibition, % at 20 µM; 220,000 compounds, 0.74% hits; AID 1434;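 active means mean inhibition across duplicate retests at 20 µM reaching about 50%, limit read from the data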;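 further: 0% = DMSO wells and 100% = wells with excess untagged CBFb-SMMHC; inhibitors lower the FRET ratio by blocking Runt binding to CBFb-SMMHC; some results filed as inactive read as strong as hits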
PERK inh = human PERK inhibition, primary cell-based screen; CHO PERK-DD fusion, SEAP luminescence translation reporter; inhibition, % at 5.6 µM; 220,000 compounds, 0.17% hits; AID 1416;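 active means inhibition above the mean inhibition of all tested compounds plus 3 SD, set separately per screening campaign, cut at about 2.9% in these data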;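 further: PERK kinase domain activated by AP20187 dimerizer at 100 nM; 0% = DMSO with dimerizer and 100% = rapamycin at 8.4 µM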
Target sequence (Q9NZJ5 whole entry, looked up, the tested form may be a part): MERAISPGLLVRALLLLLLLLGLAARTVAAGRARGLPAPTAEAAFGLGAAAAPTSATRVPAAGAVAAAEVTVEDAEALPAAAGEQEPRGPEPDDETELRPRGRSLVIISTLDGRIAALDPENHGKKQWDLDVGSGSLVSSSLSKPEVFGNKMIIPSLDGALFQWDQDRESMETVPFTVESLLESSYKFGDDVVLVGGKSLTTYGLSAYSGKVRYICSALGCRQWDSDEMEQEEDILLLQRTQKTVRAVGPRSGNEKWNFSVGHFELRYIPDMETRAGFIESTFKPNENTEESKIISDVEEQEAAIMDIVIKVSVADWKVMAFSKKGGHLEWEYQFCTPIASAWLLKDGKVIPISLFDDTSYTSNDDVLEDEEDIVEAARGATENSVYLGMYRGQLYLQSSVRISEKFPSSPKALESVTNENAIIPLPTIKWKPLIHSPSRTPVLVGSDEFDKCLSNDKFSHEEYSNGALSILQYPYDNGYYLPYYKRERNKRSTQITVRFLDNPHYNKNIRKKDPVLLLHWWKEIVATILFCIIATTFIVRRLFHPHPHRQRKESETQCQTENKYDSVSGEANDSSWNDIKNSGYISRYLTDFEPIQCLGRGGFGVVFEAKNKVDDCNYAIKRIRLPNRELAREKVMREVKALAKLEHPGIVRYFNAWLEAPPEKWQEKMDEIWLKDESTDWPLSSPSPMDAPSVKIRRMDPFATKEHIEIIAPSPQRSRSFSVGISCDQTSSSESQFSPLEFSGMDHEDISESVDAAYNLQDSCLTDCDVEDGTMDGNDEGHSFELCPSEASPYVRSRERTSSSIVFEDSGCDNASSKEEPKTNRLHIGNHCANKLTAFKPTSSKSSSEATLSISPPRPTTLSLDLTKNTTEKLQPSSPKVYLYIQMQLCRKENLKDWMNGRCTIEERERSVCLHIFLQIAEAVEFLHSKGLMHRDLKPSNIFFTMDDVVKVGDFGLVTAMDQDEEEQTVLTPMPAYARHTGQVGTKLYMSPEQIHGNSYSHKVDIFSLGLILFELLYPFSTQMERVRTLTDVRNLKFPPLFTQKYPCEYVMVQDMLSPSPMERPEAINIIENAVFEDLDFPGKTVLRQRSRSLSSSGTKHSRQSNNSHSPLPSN
Hck-Nef inh = blocks Nef-activated human Hck kinase | AID 463187 | inhibition, % at 20 µM | 220,000 compounds, 0.68% hits | Recombinant Hck-YEEI plus Nef, Z-Lyte FRET kinase assay;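 active means Hck-Nef kinase inhibition above about 50%, limit read from the data; inactive means inhibition below that limit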;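 further: 0% = DMSO with Hck plus Nef and 100% = Hck alone without Nef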
EP2 antag = EP2 receptor (human) inhibition. P43116. C6 glioma cells expressing human EP2, cAMP TR-FRET; cells stimulated with saturating PGE2. inhibition, % at 25 µM. 260,000 compounds, 0.52% hits;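 active means percent inhibition above 40 after rounding to a whole number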;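 further: rat C6 glioma host cells with rolipram phosphodiesterase inhibitor present; the protocol text gives 20 µM as final concentration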
Active calls of the source: *; . = no result given; & = joins results of further samples.

structure	Runt-CBFb FRET	zVAD death inh	EP2 mod	RBBP9 inh	TNF necrop inh	Runt-SMMHC FRET	PERK inh	Hck-Nef inh	EP2 antag
O=C(NCCC1=CCCCC1)C(=O)NCC1OCCCN1S(=O)(=O)c1ccccc1 (stereo not given)	-3	1.3	27	-6	2.5	6	-0.2	4	8
c1ccc(C2=Nc3ccccc3NC(c3ccccc3)C2)cc1 (stereo not given)	2	1.3	65*	8	1.5	-9	0.8	1	1
O=C(NC1CCCCC1)NC1(C(=O)N2CCN3CCCC3C2)CCCCC1 (stereo not given)	-1	0.4	-2	-3	-0.6	0	0.2	0	9
O=C1CN(C(=O)COc2ccc(Br)cc2Br)c2ccccc2N1	-6	-0.6	-64	-5	0.9	2	0.9	-2	7
CCCOc1ccc(/C=C2\SC(=S)N(CC3CCCO3)C2=O)cc1 (stereo not given)	-6	0.0	17	-10	2.1	-7	0.8	-3	4
CC(/C=C1\SC(=S)N(c2ccc(C(=O)O)cc2)C1=O)=C\c1ccccc1	-9	0.2	14	-25	0.3	-6	0.3	-38	5
NC(=O)c1cc2ccc(O)cc2oc1=NCc1ccccc1	5	5.6	12	-2	1.5	83*	1.6	104*	7
COc1ccc(COCCN2CCN(S(=O)(=O)c3ccccc3)CCC2=O)cc1	1	-0.5	-3	.	0.1	3	.	25	11
COc1ccccc1-n1c(N)cc(=O)nc1SCC(=O)Nc1cc(C)on1	2	2.6	-18	-1	0.5	-2	2.2	2	12
O=C(NCCc1ccccc1)C1CCN(S(=O)(=O)c2cccs2)CC1	-4	1.3	-6	0	0.8	0	-0.3	0	2
Cn1c(=O)c2[nH]c(NCC3CCCO3)nc2n(-c2ccccc2)c1=O (stereo not given)	1	-0.3	-18	-6	2.4	-2	1.8	4	4
COc1ccc(OC)c(/C=N/NC(=O)CN2CCSCC2)c1	-2	0.8	-10	-7	1.6	1	0.4	2	6
CCOC(=O)N1CCc2c(sc(N)c2C#N)C1	14	0.4	-23	-4	1.3	1	0.4	-2	3
CCn1c(CNC(=O)C(C)(C)C)nc2ccccc21	4	0.8	-2	-2	2.1	0	0.6	5	6
COc1ccc(Cl)cc1NC(=O)CSc1nc(N2CCCCC2)nc(N2CCCCC2)n1	1	-0.3	19	-9	4.7	3	0.6	9	5
N#Cc1c(NC(=O)CSc2nc(-c3ccccc3)cc(C(F)(F)F)n2)sc2c1CCC2	5	1.8	4	-8	1.8	6	0.8	2	6
CC(=O)c1ccc(N2CCN(C(=O)COc3ccccc3F)CC2)c(F)c1	-3	1.4	-42	2	-1.0	1	-0.8	8	12
CC[N+](CC)(CC#Cc1ccccc1)CC(=O)c1ccc(Cl)cc1	1	0.1	0	-7	-0.6	3	1.1	2	2
C=CCN1C(=O)C(O)(CC(=O)c2ccc(OC)cc2OC)c2cc(Br)ccc21 (stereo not given)	-2	-0.5	7	-3	0.7	3	-0.9	5	18
CCN(CC)C1=CC(=O)OC12CCCCC2	-1	-0.3	8	-6	0.0	-2	0.4	-1	4
Cc1ccc(-c2csc(NC(=S)NC(=O)c3cccs3)n2)cc1	-1	-0.2	1	0	0.8	-2	1.1	6	11
CN(Cc1ccccc1)S(=O)(=O)c1ccc(OCC(=O)N2CCOCC2)cc1	-2	0.0	18	-1	-0.1	2	0.3	0	10
COc1cc(NC(=O)c2n[nH]c(=O)c3ccccc23)cc(OC)c1	0	0.1	-9	-3	0.0	3	0.8	26	8
CS(=O)(=O)NN1C(=O)c2ccccc2NC1c1cccs1 (stereo not given)	2	-0.4	27	8	0.0	5	1.2	9	7
Cc1cc(C)n(CC(C)NC(=O)c2cc(COc3c(F)cccc3F)on2)n1 (stereo not given)	-1	0.6	-13	-4	1.9	2	-0.2	0	5
Cc1nn(CC(=O)N2CCN(Cc3ccccc3)CC2)c(=O)c2ccccc12	2	6.0	4	-12	1.7	-2	-0.5	1	15
CCC(C)[C@H](NC(=O)N1CCCCCC1)C(=O)OC (stereo not given in full)	0	0.4	-5	5	0.8	-7	0.0	14	11
O=C1NC(Nc2nccs2)(C(F)(F)F)C(=O)N1CCc1ccccc1 (stereo not given)	0	-0.2	-12	-10	0.6	1	0.6	0	4
CCn1cc(CNC(=O)c2cc(COc3ccc(F)cc3Cl)on2)cn1	.	2.5	-59	5	-2.1	.	0.3	21	20
CCOP(=O)(/C(C#N)=C(/O)c1ccccc1)c1ccccc1 (stereo not given)	2	0.8	7	0	5.1	-3	0.1	19	11
COCCn1c(SCC#N)nnc1-c1ccccc1	0	0.8	5&-19	2	1.9	-3	1.6	-4	4&6
Cc1ccc(C)c(NC(=O)CCC(=O)OC(C(=O)c2ccccc2)c2ccccc2)c1 (stereo not given)	-3	0.0	-5	0	0.4	-1	1.6	0	11
O=C(C1=C[C@H](c2ccc(C(F)(F)F)cc2)C[C@H](OCCCCO)O1)N1CCOCC1	10	-0.2	-12	-2	-0.1	-2	1.0	13	10
COc1ccc(-n2ncc3c(N4CCc5ccccc54)ncnc32)cc1	-1	0.4	12	-16	0.2	3	-0.3	4	8
Cc1cccc2cc(CN(Cc3cccs3)Cc3nnnn3Cc3ccccc3)c(=O)[nH]c12	-4	0.0	-9	-11	-0.7	0	-0.8	0	1
Cc1noc(C)c1S(=O)(=O)N1CCCC(C(=O)NC2CCCCC2)C1 (stereo not given)	2	0.8	6	-7	0.0	-4	-0.4	2	12
CC(=O)Nc1csc2ccccc12	-2	27	-11	-7	-1.7	0	0.1	22	0
CCCCN(C(=S)Nc1cccc(C)c1C)c1c(N)n(CCC)c(=O)[nH]c1=O	1	4.9	5	-6	1.4	4	0.7	-11	7
Cc1ncn2cc(-c3ccc(Cl)cc3Cl)[nH]c(=O)c12	-1	1.0	23	-14	1.5	0	-0.3	-17	6
CCOC(=O)c1c(C)[nH]c(N=Nc2ccccc2)c1C	-7	1.7	2	15*	-1.0	-7	-0.5	-19	14
O=C(Cc1ccccc1)N1CCN(C(=O)c2ccc([N+](=O)[O-])cc2)CC1	0	-0.2	-13	-5	-0.1	2	0.2	19	7
Cc1cc(C)cc(NC(=O)N2c3ccccc3NC(=O)CC2C)c1 (stereo not given)	-2	2.6	19	3	1.4	-1	1.3	16	14
Cc1ccc2sc(-c3ccc(NC(=O)/C=C\C(=O)O)cc3)nc2c1	0	2.8	-43	-8	-1.2	-3	0.3	31	7
CC1=Nc2ccccc2/C1=C\c1nc(-c2ccccc2)oc1O	-18	0.0	-18	-7	1.6	-26	-0.1	3	14
O=C(COC(=O)CC(c1ccccc1)c1ccccc1)Nc1ccc(F)c(F)c1	0	-0.8	2	-9	0.5	-5	1.5	-5	9
CN(C)c1cccc(NC2=CC(=[N+]3CCOCC3)CC(C)(C)C2)c1	-47	-0.5	-19	0	1.0	7	-1.2	1	15
COc1cc2[nH]c(=S)nc(NCCc3ccc(C)cc3)c2cc1OC	-2	-0.2	-38	-7	-2.4	-80	-0.1	15	8
O=C(CN1C(=O)NC2(CCCC2)C1=O)Nc1ccc(F)cc1	4	-0.3	-12	-6	-0.4	0	0.9	23	2

For convenience, two of the compounds above.
structure	Runt-CBFb FRET	zVAD death inh	EP2 mod	RBBP9 inh	TNF necrop inh	Runt-SMMHC FRET	PERK inh	Hck-Nef inh	EP2 antag
COc1cc2[nH]c(=S)nc(NCCc3ccc(C)cc3)c2cc1OC	-2	-0.2	-38	-7	-2.4	-80	-0.1	15	8
O=C(CN1C(=O)NC2(CCCC2)C1=O)Nc1ccc(F)cc1	4	-0.3	-12	-6	-0.4	0	0.9	23	2

The list continues.
structure	Runt-CBFb FRET	zVAD death inh	EP2 mod	RBBP9 inh	TNF necrop inh	Runt-SMMHC FRET	PERK inh	Hck-Nef inh	EP2 antag
Cc1cc(NC(=O)COn2nnc3ccc(S(C)(=O)=O)cc32)ccc1Br	1	-0.3	-20	-2	-1.3	0	0.0	25	2
CC(On1c(-c2ccccc2)nc2ccc(Cl)cc21)C(=O)O (stereo not given)	1	0.3	-2	-1	0.5	1	2.1	2	4
CCOC(=O)CC(NC(=O)C1c2ccccc2Oc2ccccc21)c1ccc(C)cc1 (stereo not given)	1	0.0	-8	2	1.0	-3	0.1	2	8
Cc1cccc(CN2CCN(Cc3cnn(-c4ccccc4F)c3)CC2CCO)n1 (stereo not given)	1	-0.7	-22	-2	1.0	-6	0.2	4	3
O=S(Cc1cc(Oc2ccccc2)nc(-c2ccccc2)n1)c1ccccc1 (stereo not given)	-1	0.3	34	-11	-3.0	1	0.6	0	7
Cc1ccc(SCC2=NNC(=O)C2)cc1	-3	0.9	16	1	-5.3	-3	0.7	0	3
CCOc1ccc(S(=O)(=O)N2CCN(c3ccccc3)CC2)c2cccnc12	0	3.8	-54	-1	1.0	-8	-0.6	6	10
O=C(C[n+]1cc(-c2ccccc2)n2c1CCC2)c1cccs1	1	-0.6	0	0	0.2	0	-0.1	18	4

These rows are one share of the data, so the mix of outcomes need not match the whole.
